MPTP inh: inhibitors of mitochondrial permeability transition pore; isolated mouse mitochondria, Ca2+ swelling absorbance, 30 min; inhibition, % at 10 µM; 360,000 compounds, 1.4% hits; AID 602449;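 active means inhibition of 50% or more, scaled per plate between neutral and stimulator controls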;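 further: 0% = DMSO wells given calcium and 100% = 1 mM EGTA wells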
Starred values were filed as active, the others as inactive.

MPTP inh | SMILES
-0.1 | CCOc1ccc(-c2nc(CSCC(=O)NC3CCN(Cc4ccccc4)CC3)c(C)o2)cc1
-0.1 | COCCCN1C(=O)C(CC(=O)NCCc2ccccn2)CC(C(=O)N(C(C)C)C(C)C)=C1C (configuration not stated)
-0.7 | CC(C)(C)OC(=O)N1C(=O)[C@](OC(=O)c2ccccc2)(c2ccccc2)c2cccc(F)c21
-1.4 | CC(C)(C)NC(=O)C(c1cc2ccccc2o1)n1c(=O)c(-c2ccco2)nc2ccccc21 (configuration not stated)
0.8 | COCOc1cccc(CN2CCC2(C)C(=O)Nc2ccc(C)cc2)c1 (configuration not stated)
-0.1 | COc1cccc(C(C)(O)c2nc(-c3ccc(OC)c(OC)c3)cs2)c1 (configuration not stated)
0.9 | CCCCNC(=O)C[C@@H]1C[C@@]2(C(=O)OC)CC(C)(C)CC=C2N(Cc2ccc3c(c2)OCO3)C1=O
-1.2 | CCOC(=O)C1=CC[C@@H](c2ccccc2)N(S(=O)(=O)c2ccc(C)cc2)[C@H]1c1ccc(C#N)cc1
0.9 | Cc1cc2c(cc1C)N1C(=O)c3cc4ccccc4cc3NC(=O)C1C(=O)N2 (configuration not stated)
0.4 | O=C1NC(Cc2ccc(O)cc2)c2nc3cc(Cl)ccc3c(=O)n2-c2ncccc21 (configuration not stated)
85* | COc1ccccc1CNc1nc(NCc2ccccc2SC)c2sccc2n1
0.1 | CCC(=O)N1CCC(C)(C(=O)NCc2cccc(OC)c2)C1 (configuration not stated)
-0.4 | C[C@@H]1CN([C@H](C)CO)C(=O)CCCn2nncc2CO[C@@H]1CN(C)C(=O)c1ccc(N2CCN(C)CC2)cc1
4.0 | CCN(CC)C(=O)c1cccc(-c2csc(C(C)(O)c3ccncc3)n2)c1 (configuration not stated)
-3.1 | COc1ccc(CNC[C@H]2O[C@@H](n3ccc(=O)[nH]c3=O)[C@H](O)[C@@H]2O)cc1
2.8 | CC(C)Nc1nc(NCCN2CCCC2)c2sc(-c3ccccc3)cc2n1
-0.8 | CC(C)Nc1nc(Nc2ccc(C(N)=O)cc2)c2sccc2n1
-0.3 | Cc1cc(NC(=O)COc2ccc3c(C)c(C)c(=O)oc3c2)no1
1.1 | COc1ccc(NC(=O)CN(C)C(=O)c2ccc(S(=O)(=O)N3CCOCC3)cc2)cc1
-0.6 | CC1=C(C(=O)N2CCCCCC2)CC(CC(=O)NCCN2CCOCC2)C(=O)N1Cc1ccccc1 (configuration not stated)
0.9 | CC1(C(=O)Nc2ccc3c(c2)OCO3)CCN1C(=O)CC1CC1 (configuration not stated)
51* | O=C(NCc1cccc(C(F)(F)F)c1)c1[nH]c(C(F)(F)F)nc1-c1ccccc1
1.3 | Cc1nc(C(=O)O)cc([N+](=O)[O-])c1C
-1.5 | OC[C@@H]1CN(Cc2ccc(-c3ccccc3)cc2)C[C@H](n2cnc3c(NCc4ccncc4)ncnc32)O1
-1.4 | CCOc1ccc(CCN2C(=S)N([C@@H](CC(C)C)CN3CCCC3CN3C(=S)NC[C@@H]3Cc3ccc(O)cc3)C[C@@H]2Cc2ccccc2)cc1 (some centres not stated)
-1.4 | O=C(OCC(=O)N1CCOCC1)c1cncc(Br)c1
-0.8 | Cc1ccc2oc(NC3=NC4(CCCC4)C4=C(CCCC4=O)N3)nc2c1
-1.5 | CC1CC(=O)Nc2ccccc2N1C(=O)COc1ccccc1C(N)=O (configuration not stated)
0.4 | COc1ccc(OCCN2CCC(C(=O)NC(c3ccc(OC)cc3)c3ccccn3)CC2)cc1 (configuration not stated)
-0.4 | CCOC(=O)C1=CCN(S(=O)(=O)c2ccc(F)cc2)C1c1cccc(F)c1 (configuration not stated)
-1.1 | C[C@@H]1CN([C@H](C)CO)C(=O)CCCn2cc(nn2)CO[C@H]1CN(C)C(=O)Nc1ccccc1F
-0.3 | CN(Cc1ccccc1)C(=O)c1[nH]cnc1C(=O)Nc1ccc(Br)cc1F
0.2 | O=CNc1cc(-c2ccoc2)cn2c(-c3ccc(F)cc3)cnc12
1.2 | COc1ccc(S(=O)(=O)N2CCCCC2c2cc(C(=O)Nc3ccccc3)no2)cc1 (configuration not stated)
2.9 | O=c1[nH][nH]c2c1C(C1CCCCC1)OC(C1CCCCC1)C2 (configuration not stated)
1.3 | C#CCNC(=O)c1cc(-c2ccccc2)sc1N
-0.4 | Cn1ccc2c(-c3cccc(C=O)c3)cc3c(c21)C1CCC3C1 (configuration not stated)
0.4 | CCCN1CCC(C)(C(=O)Nc2cccc(OC(C)C)c2)C1 (configuration not stated)
-0.6 | CC(C)(C)OC(=O)N1CCN(C(c2ccnc3ccccc23)c2nnnn2-c2ccc3c(c2)OCCO3)CC1 (configuration not stated)
0.5 | CC=CCn1c(SCc2ccccc2)nc2c1c(=O)[nH]c(=O)n2C
1.4 | COc1cccc(OCC(=O)NCCS(=O)(=O)N2CCN(c3ccccc3)CC2)c1
2.8 | Cc1ccc(CN2CCC(C)(Oc3cccc(Cl)c3)C2)cc1 (configuration not stated)
-1.0 | C=CCNC(=O)CN1C(=O)CSc2ccc(S(=O)(=O)N3CCOCC3)cc21
-1.5 | CCc1nc2ccc(C(=O)NCCCn3ccnc3)cn2c1N(CC)C(=O)NCCc1ccccc1
0.5 | CC1(C(=O)NCc2ccccc2)CN(S(C)(=O)=O)CC(=O)N1CCCn1ccnc1 (configuration not stated)
-1.2 | COC(=O)C1=CN(c2ccc(C(C)(C)C)cc2)C(N)=C(C#N)C1c1cccc([N+](=O)[O-])c1 (configuration not stated)
-1.1 | CCOC(=O)c1c[nH]n2c(=S)ncnc12
-1.0 | O=C(NCc1ccccc1)C1C(c2ccccc2)=Nc2ccccc2N1C(=O)c1ccncc1 (configuration not stated)
0.3 | CC1(C(=O)O)CCCN(C(=O)C2(c3ccc(Cl)cc3)CCCC2)C1 (configuration not stated)
-0.3 | CC(C)(C)C1CCC(=O)N2CCC[C@]2(c2ccccc2)C1 (some centres not stated)
15 | CN(C)c1ccc(CC(=O)N2CCCC(c3cc(C(=O)Nc4ccc(F)c(Cl)c4)no3)C2)cc1 (configuration not stated)
-1.2 | CCC1NC(=O)c2cc3ccccc3cc2-n2c1nc1ccc(F)cc1c2=O (configuration not stated)
-1.0 | CC(C)(C)C(C(=O)NCc1ccccc1)N1CCN(CCN2CCOCC2)CC1 (configuration not stated)
-0.6 | CCN(CC)S(=O)(=O)c1ccc(SCC(=O)c2c(N)n(C3CC3)c(=O)[nH]c2=O)nc1
-1.5 | O=C1CNc2cc(Cl)ccc2N1
-0.8 | C[C@H](CO)N1C[C@H](C)[C@@H](CN(C)S(=O)(=O)c2ccc(Oc3ccccc3)cc2)OCc2cnnn2CCCC1=O
-0.3 | CC(C)NC(=O)C1(C)CCN1Cc1ccc(Cl)cc1 (configuration not stated)
-2.0 | CC(=O)Oc1ccccc1Cn1c(C)c(C(=O)N(C)Cc2ccc(F)cc2)sc1=O
-0.3 | CCOC(=O)CCCN(c1[nH]c(C)c(C)c1C#N)S(=O)(=O)c1ccc(C)cc1
-2.0 | COc1ccccc1Cc1c(-c2ccco2)nc2ccc(Cl)cn12

Three entries from above, reformatted.
CC(C)(C)C1CCC(=O)N2CCC[C@]2(c2ccccc2)C1 (some centres not stated)
  MPTP inh: -0.3

CCCN1CCC(C)(C(=O)Nc2cccc(OC(C)C)c2)C1 (configuration not stated)
  MPTP inh: 0.4

CC1(C(=O)O)CCCN(C(=O)C2(c3ccc(Cl)cc3)CCCC2)C1 (configuration not stated)
  MPTP inh: 0.3

Going on with the list.
MPTP inh | SMILES
0.1 | COC1=Nc2ccccc2N2CCN=C12
-0.8 | CCOC(=O)[C@]12CCCC=C1N(Cc1ccc(Cl)cc1Cl)C(=O)[C@H](CC(=O)NCc1cccc(C(F)(F)F)c1)C2
-0.3 | COc1ccccc1C(=O)Nc1ccnn1C1CCN(C2CCCCC2)CC1
-0.1 | CC(C)Oc1ccc(S(=O)(=O)N2CCOCC2)cc1NC(=O)c1ccc(Cl)c(S(=O)(=O)N2CCOCC2)c1
0.1 | CCCCCCCCN1C(=O)[C@H](CC(=O)N2CCN(C(=O)C3CC3)CC2)C[C@@]2(C(=O)OC)CCCCC=C12
0.9 | CCCCN1C(=O)C(CC(=O)NCCCCc2ccccc2)CC(C(=O)N2CCCCCC2)=C1C (configuration not stated)
0.9 | Cc1ccc(NC(=O)NC(=O)COC(=O)c2ccc(O)cc2O)c(C)c1
0.5 | CCOC(=O)C1(C#N)C(=O)CSC1=Nc1ccccc1Cl (configuration not stated)
5.9 | CCCc1ccc(C(O)c2ncc(-c3cccc(C)c3)[nH]2)cc1 (configuration not stated)
3.7 | Clc1ccc2nc3ccccc3cc2c1
-0.6 | COc1cc(CNC(=O)c2cc(-c3ccc(OC)cc3C)n[nH]2)cc(OC)c1
2.4 | COc1ccccc1CNC(=O)C1(C)CCN1Cc1ccc(OC(F)(F)F)cc1 (configuration not stated)
1.2 | CCOC(=O)C1=CCN(S(=O)(=O)c2ccc(Cl)cc2)C1c1cccc(C)c1 (configuration not stated)
2.8 | C=Cc1ccc(Cn2c(C)c(C(=O)NCc3ccc4c(c3)OCO4)sc2=O)cc1
0.2 | Cc1ccc(C)c(N2CCN(C(C(=O)NC3CCCC3)c3ccco3)CC2)c1 (configuration not stated)
-1.2 | COc1ccc(C(=O)COC(=O)c2cc(=O)c3ccccc3o2)c(OC)c1
0.9 | CCCCn1nnnc1C1(C)CCC(=O)N1Cc1ccc(F)cc1 (configuration not stated)
-1.8 | Cc1ccc(Cc2c(-c3ccc(C)cc3)nc3c4ccccc4ccn23)cc1
-0.5 | C[C@H]1CN([C@@H](C)CO)S(=O)(=O)c2ccc(Br)cc2O[C@H]1CN(C)C(=O)Cc1ccccn1
1.2 | CCc1nc2c(OCC(=O)c3ccc(Cl)cc3Cl)cccn2c1N(C=O)Cc1ccccc1
-1.0 | O=C(C1CCCCC1)N1C[C@@H](O)[C@H](n2cc(C3CC3)nn2)C[C@@H]1c1ccc(Cl)cc1
-0.2 | Cc1cccc(C)c1NC(=O)C1(C)CSCC(=O)N1CCOc1ccccc1 (configuration not stated)
-0.3 | COCCN(Cc1ccc(OC)cc1)c1c(C)nc2ccc(C(=O)Nc3ccc(NC(C)=O)cc3)cn12
0.8 | Cc1ccccc1-c1csc(C(O)c2ccc(F)c(F)c2)n1 (configuration not stated)
-0.6 | Cc1ccc(NC(=O)c2cc(S(=O)(=O)N3CCCCC3)ccc2N2CCOCC2)cc1
-1.3 | COc1ccccc1CN(C)C[C@@H]1OCc2cnnn2CCCC(=O)N([C@@H](C)CO)C[C@H]1C
1.8 | COC(=O)[C@@H](NS(=O)(=O)c1ccc(F)cc1Br)C(C)C
-1.2 | CCCCn1c(N)c(N(CCOC)C(=O)CCS(=O)(=O)c2ccc(C)cc2)c(=O)[nH]c1=O
-1.6 | CCN1CCN(C(C(=O)NC2CCCCC2)c2ccnc3ccccc23)CC1 (configuration not stated)
-1.5 | COc1cccc(C(=O)N2CCC2(C)C(=O)NC(C)C)c1 (configuration not stated)
0.1 | CCOc1ccc(CCN2C(=O)C(=O)N([C@@H](Cc3ccc(O)cc3)CN3CCC[C@@H]3CN3C(=O)C(=O)NC[C@@H]3Cc3ccccc3)C[C@@H]2Cc2ccccc2)cc1
1.4 | COc1ccc(-c2cnc(C(O)c3ccc(C(C)(C)C)cc3)[nH]2)cc1 (configuration not stated)
-1.2 | CCOC(=O)N1CCN(C(c2ccnc3ccccc23)c2nnnn2-c2ccc3c(c2)OCCO3)CC1 (configuration not stated)
-2.3 | CCOC(=O)C1(C)CCN1C(=O)c1cc2ccccc2s1 (configuration not stated)
-1.3 | CSc1ncnc2c1ncn2CCCNCc1ccco1
-3.1 | O=S1(=O)C[C@H](N2CCN(CCO)CC2)[C@@H](COCc2ccccc2)N1
0.8 | CC(C)(C)NC(=O)C(c1cccc2ccccc12)n1c(=O)c(-c2ccccc2)nc2ccccc21 (configuration not stated)
0.8 | C[C@H](CO)N1C[C@H](C)[C@@H](CN(C)C(=O)NC2CCCCC2)Oc2ncc(Br)cc2C1=O
0.4 | Cc1cccc(C(=O)Nc2ccc(C(=O)c3ccncc3)cc2)c1
-1.6 | O=C(NC1CC1)c1[nH]c(C(F)(F)F)nc1-c1ccccc1
-1.3 | COCCNc1nc(-c2ccccc2CO)c2sc(-c3ccccc3)cc2n1
5.7 | O=C(C[C@H]1CC[C@H]2[C@@H](COC[C@@H](O)CN2C(=O)c2cnccn2)O1)NCc1ccc(Oc2ccccc2)cc1
0.2 | Cc1cc(C)c(N2C(=O)CC(Sc3ccccc3N)C2=O)c(C)c1 (configuration not stated)
-0.5 | CC(Sc1nnc(-c2ccccc2F)n1C)C(=O)Nc1ccc(N2CCOCC2)cc1 (configuration not stated)
-0.5 | CCCCN1C[C@H](C)[C@@H](CC(=O)NC)C1=O
-0.9 | COC1CC(NC(C)=O)C(OC(=O)c2ccccc2)C(CBr)O1 (configuration not stated)
0.2 | Cc1cccc(OCc2nnc(SCC(=O)NCc3ccc4c(c3)OCO4)o2)c1
5.4 | O=C(Nc1ccc2c(c1)OCCO2)C1C(c2ccccc2)=Nc2ccccc2N1C(=O)c1cccnc1 (configuration not stated)
-0.9 | C[C@H]1CN([C@@H](C)CO)C(=O)c2c(c3ccccc3n2C)-c2ccccc2CO[C@H]1CN(C)C(=O)[C@@H]1CCCN1C

Three consecutive compounds from above, for reference:
MPTP inh | SMILES
0.2 | Cc1cccc(OCc2nnc(SCC(=O)NCc3ccc4c(c3)OCO4)o2)c1
5.4 | O=C(Nc1ccc2c(c1)OCCO2)C1C(c2ccccc2)=Nc2ccccc2N1C(=O)c1cccnc1 (configuration not stated)
-0.9 | C[C@H]1CN([C@@H](C)CO)C(=O)c2c(c3ccccc3n2C)-c2ccccc2CO[C@H]1CN(C)C(=O)[C@@H]1CCCN1C

Sorted by molar mass (ascending): three of the compounds above
MPTP inh | SMILES
-1.6 | O=C(NC1CC1)c1[nH]c(C(F)(F)F)nc1-c1ccccc1
0.9 | CCCCn1nnnc1C1(C)CCC(=O)N1Cc1ccc(F)cc1 (configuration not stated)
-0.6 | Cc1ccc(NC(=O)c2cc(S(=O)(=O)N3CCCCC3)ccc2N2CCOCC2)cc1

Source: PubChem BioAssay

The list is partial, so the mix of outcomes need not match the whole.
